AmpC inh detg: qHTS Inhibitors of AmpC Beta-Lactamase (assay with detergent); P00811; AmpC hydrolysis of nitrocefin, absorbance 480 nm, 0.01% Triton; Potency, µM (highest dose often 114 µM), for inactives: at the highest dose activity change, negative = inhibition, usual class: inhibitors; 0.041% of 370,000 active;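 further: potency means the concentration at half of the fitted maximal effect; 0% = no-compound wells and -100% = no-enzyme wells; nearly all actives have a fitted effect of over 25% in size; some results filed as inactive show a strong effect at the top dose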
Target sequence (P00811 whole entry, looked up): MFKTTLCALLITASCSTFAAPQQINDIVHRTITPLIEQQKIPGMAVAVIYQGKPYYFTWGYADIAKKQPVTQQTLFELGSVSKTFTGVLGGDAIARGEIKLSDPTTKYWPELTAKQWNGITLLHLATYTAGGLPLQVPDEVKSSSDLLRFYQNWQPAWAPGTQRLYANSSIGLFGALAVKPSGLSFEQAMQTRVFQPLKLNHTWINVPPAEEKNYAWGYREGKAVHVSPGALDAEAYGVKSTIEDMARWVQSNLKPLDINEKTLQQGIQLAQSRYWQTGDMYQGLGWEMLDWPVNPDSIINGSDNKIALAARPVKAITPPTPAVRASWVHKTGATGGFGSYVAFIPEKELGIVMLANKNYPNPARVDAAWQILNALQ
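20 mM phosphate pH 7.0 + 0.01% (detergent screen) or 0.0001% Triton X-100; 5.3 nM AmpC reagent; cpd preinc 15 min RT; nitrocefin (800 uM stock) to start; A480 q20 s × 4 min; Activity was normalised to no-enzyme and no-compound control wells.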
Giardia FBPA inh: qHTS Assay for Inhibitors of Fructose-1,6-bisphosphate Aldolase from Giardia Lamblia; Potency, µM (series often up to 59.6 µM), for inactives: at the highest dose activity, negative = inhibition, usual class: inhibitors; purified Giardia FBPA; 0.71% of 290,000 active; A8B2U2; AID 2451, 2010; further: potency means the concentration at half of the fitted maximal effect; on the % scale 0 is the no-effect control and ±100 the full control effect; nearly all actives have a fitted effect of over 55% in size
Target sequence (A8B2U2 whole entry, looked up): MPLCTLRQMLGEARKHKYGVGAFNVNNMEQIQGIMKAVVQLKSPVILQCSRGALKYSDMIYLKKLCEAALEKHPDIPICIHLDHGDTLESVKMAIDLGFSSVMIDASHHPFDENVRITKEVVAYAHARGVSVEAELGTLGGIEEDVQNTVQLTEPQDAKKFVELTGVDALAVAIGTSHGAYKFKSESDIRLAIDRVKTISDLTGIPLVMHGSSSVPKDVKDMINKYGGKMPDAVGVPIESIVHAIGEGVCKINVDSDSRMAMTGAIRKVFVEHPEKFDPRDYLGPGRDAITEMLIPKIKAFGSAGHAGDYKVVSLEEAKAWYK
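Giardia FBPA (40 nM reagent) was preincubated 10 min at RT with compound (up to 57.5 uM final), then substrate plus GAPDH/TPI/NAD/arsenate coupling system with diaphorase/resazurin was added; resorufin fluorescence (525/598 nm) was read after 20 min.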
Shiga inhibitor: A qHTS for Small Molecule Inhibitors of Shiga Toxin; AID 2315, 2010; 9.2% of 290,000 active; Vero cells, Shiga toxin protein synthesis inhibition reporter; inhibition, % at 38.7 µM; in the data active means inhibition mostly above about 28%, no sharp cut-off; inactive means mostly below about 43%; further: 0% is about no effect
AmpC inh no detg: qHTS Inhibitors of AmpC Beta-Lactamase (assay without detergent) | AmpC nitrocefin hydrolysis, absorbance 480 nm, 0.0001% Triton | Potency, µM (doses to about 57.1 µM), inactives show at the highest dose activity change, negative = inhibition, actives largely listed as inhibitors | P00811 | 0.52% of 330,000 active;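 further: potency means the concentration at half of the fitted maximal effect; plate controls were no compound for no effect and no enzyme for full effect; nearly all actives have a fitted effect of over 20% in size; some results filed as inactive show a strong effect at the top dose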
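AmpC (5.3 nM in the dispensed reagent) in 20 mM phosphate pH 7.0 with 0.01% (detergent screen) or 0.0001% Triton X-100 was preincubated with compounds for 15 min at room temperature. Nitrocefin was then added from an 800 uM solution, and hydrolysis was followed at 480 nm.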
HCMV antiviral: qHTS Assay for inhibitors of the human cytomegalovirus (HCMV); 4.5% of 410,000 active; HFF cells, HCMV-luciferase reporter, 72 h; active compounds read low; activity change, negative = inhibition, % at 57.5 µM; in the data active means activity change below about -60%; inconclusive means no clear call, values can overlap the other calls; inactive means above about -39%; further: on the % scale 0 is the no-effect control and ±100 the full control effect
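HFF cells seeded 16 h at 37C, treated with compounds, infected with luciferase-reporter HCMV at MOI 1 PFU/cell; luciferase read at 72 h post infection, normalized to buffer-only and Salinomycin controls.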
AMA1 RON2 block: qHTS for Inhibitors of AMA1-RON; Towards Development of Antimalarial Drug Lead: Primary Screen; Plasmodium falciparum AMA1 (3D7) - RON2 peptide interaction; AlphaScreen AMA1-biotinylated RON2 peptide binding; Potency, µM (highest dose often 58.2 µM), without a hit: at the top dose activity change, negative = inhibition, usual class: inhibitors; 0.2% of 360,000 active;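 further: potency means the concentration at half of the fitted maximal effect; 0% = vehicle wells and -100% = peptide control; nearly all actives have a fitted effect of over 45% in size; some results filed as inactive show a strong effect at the top dose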
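AMA1 (3D7) with his tag at 25 nM final met compounds first, then biotinylated RON2 peptide at 25 nM; detection used donor plus acceptor beads, 10 µg/mL apiece, read by AlphaScreen after 30 min at room temperature.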
Cycloheximide cs: Cycloheximide Counterscreen for Small Molecule Inhibitors of Shiga Toxin; cell reporter, cycloheximide protein synthesis inhibition counterscreen; max response, %; 12% of 300,000 active; AID 2314, 2010; in the data active means max response mostly above about 13%, no sharp cut-off; inactive means mostly below about 14%; further: read at 38.3 µM for the half of the compounds with a filed dose; 0% is about no effect
Starred values were filed as active, the others as inactive; ? = inconclusive; · = no result given; & = joins results of further samples; ! = not confirmed by another sample; [ ] = another dose, or the depositor's remark. Unless noted, the call rests on the fitted dose curve; in most records, active means well fitted curve in the direction sought with a large enough effect; inconclusive means small, poorly fitted or top-dose-only effect, or another doubt; inactive means no such curve, though single readings can be large; an effect the other way counts as inactive or inconclusive.

SMILES	AmpC inh detg	Giardia FBPA inh	Shiga inhibitor	AmpC inh no detg	HCMV antiviral	AMA1 RON2 block	Cycloheximide cs
COc1ccccc1NC(=O)c1cc(S(=O)(=O)N2CCOCC2)ccc1Cl	-0.2%	3.4%	-0.9	·	-9.5	6.3%	2.5
O=C(O)c1c(-c2ccc(Cl)cc2)cn2ccccc12	-21.1%	1.0%	16.0	-18.1%	28.8	8.6%	8.4
Cc1ccc(S(=O)(=O)NNC(=O)Nc2ccc(Cl)c(Cl)c2)cc1	3.1%	1.8%	-3.6	-35.5%	-31.6	6.3%	-1.0
Cc1cc(F)ccc1NC(=S)NC1CCCC1	-7.7%	-10.3%	-2.0	-7.1%	-25.0	-11.6%	1.7
Cc1ccc(C(=O)NCc2ccccc2)cc1Br	?	-3.1%	24.1	-30.5%	0.8	3.8%	17.1*
COc1ccc(C(C)=O)cc1COc1nc(C)nc2ccccc12	10.9%	1.5%	1.5	-10.1%	6.8	-11.9%	7.8
CCCc1ccc(C(C)NC(=O)c2cnccn2)cc1 (stereo unspecified)	?	-0.6%	0.5	-3.2%	-36.0	-0.9%	-2.2
CCOC(=O)c1c(NC(=O)CCS(=O)(=O)c2ccccc2)sc2c1CCN(C)C2	-2.1%	·	22.6	69.2%[activator]	5.9	-13.8%	7.3
O=c1c2ccccc2nc(-c2ccco2)n1-c1ccccc1	1.4%	-0.8%	-1.6	19.1%	-14.8	-0.5%	5.1
O=C(CSc1nnc(-c2cccs2)n1Cc1ccccc1)NCc1ccc2c(c1)OCO2	-1.7%	4.5%	-7.1	1.2%	-16.2	-2.1%	9.6
CC1CCN(S(=O)(=O)c2ccc(NC(=O)C3CC3)cc2)CC1	-3.8%	-0.8%	-2.3	-18.9%	-30.9	14.0%	-2.5
Brc1ccc(C2N3CCCN23)cc1 (stereo unspecified)	-5.8%	6.7%	14.9	-2.8%	24.6	6.1%	-2.4
O=C(O)Cn1ncn(-c2ccc(OC(F)(F)F)cc2)c1=O	?	6.4%	-3.1	-19.6%	-26.1	-0.3%	-0.9
Cn1c(=O)oc2cc(S(=O)(=O)N3CCCC3)ccc21	-10.9%	0.5%	-18.4	-13.4%	2.4	-1.0%	-0.7
Brc1ccc(-c2nnc(-c3ccccc3)c(N3CCSCC3)n2)cc1	1.6%	-0.6%	14.1	-18.6%	21.0	?	1.5
CCCOC(=O)c1ccc(NC(=O)C(CC)CC)cc1	?	4.1%	70.2*	-16.2%	2.2	1.2%[11.6 µM]	40.5*
O=S(=O)(Nc1nc(CN2CCOCC2)nc2sc3c(c12)CCCC3)c1cc(F)ccc1F	4.0%	8.4%	1.8	92.5%[activator]	40.2	9.4%	-3.7
CCOC(=O)NC(=O)C(=CNc1ccccc1C)C(=O)NC(=O)OCC	-14.3%	0.1%	-18.1	-36.4%	-1.1	3.8%	-3.9
Cc1cc(C)c(S(=O)(=O)Nc2cccc(S(=O)(=O)N3CCOCC3)c2)c(C)c1	-11.8%	·	-8.7	-37.9%	-7.9	-1.9%	-3.3
Cc1ccc(S(=O)(=O)N2CCN(C(=O)/C=C/c3ccccc3)CC2)cc1C	0.0%	·	·	9.3%	1.7	-2.8%	·
COc1cc(/C=C/C(=O)OCC(=O)NC(=O)NC(C)(C)C)ccc1O	1.0%	-2.8%	17.3	-11.3%	?	0.0%	-1.6
CC(NC(=O)CC(O)(C(F)(F)F)C(F)(F)F)c1ccccc1 (stereo unspecified)	-6.5%	5.0%	6.4	-5.5%	51.0	0.0%	-0.8
Cc1ccc(NC(=O)Cn2nnc(C(=O)NCc3cccs3)c2N)cc1F	-3.4%	-5.4%	2.6	-31.8%	?	-12.4%	-2.1
NC(=O)c1c(-c2ccccc2)oc2ccc(O)cc12	2.1%	-5.9%	-3.6	-10.1%	44.3	2.7%	-1.1
COc1cccc2cc(C(C)=O)c(=O)oc12	?	0.9%	-15.3	-11.2%	37.0	-4.5%	1.5
CCCC(=O)c1ccc(N2CCN(C(=O)c3cccs3)CC2)c(F)c1	0.8%	4.2%	30.4	8.2%	68.0	-5.4%	9.6
Cc1ccccc1-c1cc(C(=O)O)nn1CC1CC(c2cccc([N+](=O)[O-])c2)=NO1 (stereo unspecified)	-3.8%	·	·	-3.8%	21.6	9.4%	·
O=C(/C=C/c1ccc(F)cc1)NC(=S)NNC(=O)[C@H]1C[C@@H]1c1ccccc1	-2.5%	21.1%	27.7	10µM*	0.0	83.9%[activator]	-1.1
Cn1cc(-c2ccccc2)cc(C#N)c1=O	?	0.8%	-1.7	-8.3%	-1.9	-13.9%	5.5
Cc1ccccc1-n1cnnc1SCC(=O)Nc1cccnc1Cl	-3.7%	8.4%	-1.1	-2.1%	-25.7	-2.0%	4.7

Gathered by group: those above with a COOH group (3)
SMILES	AmpC inh detg	Giardia FBPA inh	Shiga inhibitor	AmpC inh no detg	HCMV antiviral	AMA1 RON2 block	Cycloheximide cs
O=C(O)c1c(-c2ccc(Cl)cc2)cn2ccccc12	-21.1%	1.0%	16.0	-18.1%	28.8	8.6%	8.4
O=C(O)Cn1ncn(-c2ccc(OC(F)(F)F)cc2)c1=O	?	6.4%	-3.1	-19.6%	-26.1	-0.3%	-0.9
Cc1ccccc1-c1cc(C(=O)O)nn1CC1CC(c2cccc([N+](=O)[O-])c2)=NO1 (stereo unspecified)	-3.8%	·	·	-3.8%	21.6	9.4%	·

Further entries
SMILES	AmpC inh detg	Giardia FBPA inh	Shiga inhibitor	AmpC inh no detg	HCMV antiviral	AMA1 RON2 block	Cycloheximide cs
COCCN(C(=O)COC(=O)Cc1c(C)nc2ccccc2c1C)c1c(N)n(CC(C)C)c(=O)[nH]c1=O	·	·	·	18.0%	-35.4	0.3%	·
COc1ccccc1OC(=O)Cc1cccc2ccccc12	2.7%	14.7%	25.7	-11.1%	·	19.4%	5.0
COc1ccc2c(c1)CCN1C2CCN2C(=O)CCC21 (stereo unspecified)	-7.4%	-4.2%	-6.7	-0.3%	-29.9	4.2%	-1.7
COc1ccc(Cl)cc1C(=O)NCc1cn(C)nc1C	1.9%	-0.3%	-46.7	-14.1%	-5.1	13.2%	-4.1
COc1ccc(CCN(C)C2CCCN(C(=O)Cn3cccn3)C2)cc1OC (stereo unspecified)	?	·	-5.2	88.6%[activator]	-10.4	0.0%	-4.7
CCn1cc(C(=O)Nc2ccc(NC(=O)c3ccco3)cc2)c(=O)c2ccc(C)nc21	?	6.6%	13.5	-4.1%	-6.7	6.7%	-3.5
COc1ccc(C(C)=O)cc1COc1ccc(Cl)c(C)c1	-10.1%	-5.5%	7.6	14.0%	-1.3	23.5%	4.5
COc1ccccc1S(=O)(=O)Cc1ccc(C(=O)N2CCN(c3ccccn3)CC2)o1	-8.2%	1.6%	10.3	20.8%	·	-1.5%	-0.5
Clc1ccc(-c2nc3cc(CN4CCCCC4)ccc3o2)cc1	-4.0%	1.8%	54.0*	-10.9%	119.7	-0.9%	35.6*
Cc1nc2c(-c3ccc(F)cc3)cnn2c(N)c1-c1ccccc1	-0.6%	13.8%	140.5*	-11.3%	-71.9*	138.7%[activator]	59.3*
O=C1C=CC(=O)N1c1cccc(-c2ccccc2)c1	9.6%	-6.9%	19.8	-10.9%	?	-3.1%	16.0
O=C(NC1CCCCCC1)c1cc2c(=O)n3ccccc3nc2s1	-0.9%	10.0%	74.8*	-11.1%	42.3	17.9%	29.0*
O=C(Nc1cccc(F)c1)/C(=C\c1cccnc1)NC(=O)c1ccco1	-0.7%	-3.8%	-4.0	-17.6%	-19.7	10.8%	1.1
O=C(NCC(NS(=O)(=O)OCC(Cl)(Cl)Cl)c1ccccc1)C(F)(F)F (stereo unspecified)	?	5.5%	8.8	-46.9%	-74.5*	77.8%[activator]	-1.0
COC(=O)c1cc(OC)c(OC)cc1NC(=O)CCCCCN1C(=O)CCC1=O	?	-0.3%	-2.8	44.2%	12.6	13.7%	-2.0
CC(C)CC(c1nnnn1C(C)(C)C)N1CCN(C2CCCC2)CC1 (stereo unspecified)	-7.9%	-3.6%	-6.8	-21.9%	-13.6	11.0%	0.7
COc1ccc(N(CC(=O)NC2CC3CCC2C3)S(=O)(=O)c2ccc(C)cc2)cc1 (stereo unspecified)	-13.7%	·	-6.6	16.9%	22.2	7.1%	1.9
O=C(c1ccc(-c2ccccc2)cc1)N1CCN(c2ncccn2)CC1	2.9%	-1.4%	18.0	59.5%	32.1	-14.5%	9.0
CSc1ccc(CC(=O)N2CCC(n3nccc3NC(=O)C3CC3)CC2)cc1	?	·	75.4*	4.6%	85.5	-11.7%	44.7*
CCc1nc2cccnc2n1-c1ccc(CC(=O)NCCOC)cc1	-3.5%	-2.4%	3.6	-2.7%	-36.2	4.8%	9.4
CCCCn1c(O)c(C(C)=NCCCN(C)C)c(=O)[nH]c1=O	-13.1%	-15.4%	-8.4	-7.7%	13.5	3.5%	-4.1
CC1Oc2ccccc2C(=O)N(CC(=O)c2ccc3c(c2)OCCO3)C1=O (stereo unspecified)	0.6%	·	71.9*	-19.2%	-36.2	-5.9%	30.4*
CC1=C(C(=O)OCC2CCCO2)C(c2ccc(F)cc2)NC(=O)N1 (stereo unspecified)	2.1%	6.2%	-9.2	-11.5%	-39.7	0.6%	-1.7
COc1ccc(OCC(=O)NNC(=O)c2c(-c3ccccc3Cl)noc2C)cc1	9.7%	0.0%	19.0	1.9%	-30.1	100.3%[activator]	6.2
O=C(OCc1cc2ccccc2[nH]c1=O)c1ccc([N+](=O)[O-])cc1	2.9%	2.6%	14.2	2.2%	0.0	-1.3%	-4.1
O=C(NC1(C(F)(F)F)C(=O)Nc2c1c(=O)[nH]c(=O)n2-c1ccccc1)c1cccnc1 (stereo unspecified)	-7.5%	-6.3%	-9.3	-17.6%	28.5	17.9%	-4.3
COc1cccc(NC(=O)c2ccccc2-c2nc(-c3ccc(F)cc3)no2)c1	-14.7%	-3.7%	22.0	-8.4%	?	-7.6%	8.0
O=C(O)COc1ccccc1-c1nc(-c2ccccc2)c(-c2ccccc2)[nH]1	-3.1%	-21.8%	-5.7	3.16µM*	3.0	-8.4%	1.9
COc1ccc(C(=O)/C=C/Nc2cccc(O)c2)cc1	5.0%	-9.8%	-12.4	-22.6%	221.5	10.8%	-1.5
CCOC(=O)c1cc2c(=O)n3ccccc3nc2n(CC(C)C)c1=NC(=O)c1c(-c2c(F)cccc2Cl)noc1C	1.3%&-0.7%	12.2%	2.3	-14.8%	-65.2*!	-0.8%	-2.4

Screening results deposited in PubChem BioAssay by National Center for Advancing Translational Sciences (NCATS).
